From PubChem BioAssay
S100A4 MyoIIA: inhibitors of human S100A4 binding to myosin IIA peptide; P26447; S100A4/TAMRA-MyoIIA peptide fluorescence polarization; inhibition, % at 10.7 µM; actives 0.14% (n = 360,000);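 active = mean inhibition of at least 70% across replicates, with every replicate also reaching that level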
Target sequence (P26447 whole entry, looked up): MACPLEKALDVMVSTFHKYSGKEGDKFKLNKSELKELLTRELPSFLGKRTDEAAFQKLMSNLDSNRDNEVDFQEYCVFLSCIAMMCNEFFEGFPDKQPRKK
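System – human S100A4 monomer protein, biochemical binding assay · Buffer or medium – Calcium-containing HEPES buffer, pH 7.2 · Timing – 5 min between mix addition and reading · Also added – TAMRA-labelled myosin IIA heavy-chain peptide probe, 5 nM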
RAD54 inh: blocks human RAD54 Holliday junction branch migration | FAM/BHQ fluorescence | inhibition, % at 10.4 µM | actives 0.14% (n = 360,000);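 active = mean normalized replicate activity at least 40 and at least half of replicates scoring 40 or more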;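 also: 0% = median of neutral control wells and 100% = median of positive control wells; inhibitors cause a drop in the FAM fluorescence signal; in these data hits start at about 50%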
Target sequence (Q92698 whole entry, looked up): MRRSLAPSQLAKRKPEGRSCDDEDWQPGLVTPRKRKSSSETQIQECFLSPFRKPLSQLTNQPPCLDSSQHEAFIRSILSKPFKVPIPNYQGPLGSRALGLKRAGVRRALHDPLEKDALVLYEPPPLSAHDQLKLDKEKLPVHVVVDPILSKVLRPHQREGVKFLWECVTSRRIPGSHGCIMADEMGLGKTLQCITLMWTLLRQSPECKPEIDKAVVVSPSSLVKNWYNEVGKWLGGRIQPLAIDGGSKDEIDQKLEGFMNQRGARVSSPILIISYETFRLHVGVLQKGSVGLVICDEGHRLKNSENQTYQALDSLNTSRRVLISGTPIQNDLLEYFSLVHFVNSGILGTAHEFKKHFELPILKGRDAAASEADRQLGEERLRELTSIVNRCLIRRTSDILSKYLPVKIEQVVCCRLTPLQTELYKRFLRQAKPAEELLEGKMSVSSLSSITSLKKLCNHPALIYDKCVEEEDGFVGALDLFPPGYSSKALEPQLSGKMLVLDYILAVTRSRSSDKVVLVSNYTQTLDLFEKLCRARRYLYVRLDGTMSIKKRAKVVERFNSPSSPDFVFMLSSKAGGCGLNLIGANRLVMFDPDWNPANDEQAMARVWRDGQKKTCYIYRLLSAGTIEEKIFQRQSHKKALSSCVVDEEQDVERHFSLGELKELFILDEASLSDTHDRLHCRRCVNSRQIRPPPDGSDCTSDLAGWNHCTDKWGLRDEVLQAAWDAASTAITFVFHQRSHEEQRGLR
EWS-Fli inh: EWS/Fli transcriptional activity inhibition | A673 NR0B1-luciferase reporter, viability-normalised | inhibition, % at 12.6 µM | actives 0.67% (n = 350,000) | AID 651661;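 active = mean inhibition of at least 50% after viability correction, with every replicate also passing that limit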;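 also: firefly luciferase signal divided by Alamar Blue viability fluorescence both relative to DMSO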
XiGFP reactiv: X-chromosome reactivation activator. XiGFP mouse fibroblasts, % GFP-positive cells imaging, 3 d; cells co-treated with 5-aza-dC sensitizer; scaled so ellipticine positive control = 100%. activation, % at 7.58 µM. actives 0.055% (n = 360,000). AID 743238;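 active = mean normalized replicate activation at least 10% and every replicate at or above 10%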;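 also: 0% = median of on-plate neutral control wells and 100% = ellipticine 6 µM median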
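System: 68-5-11 XiGFP fibroblast line; Timing: 3 days compound exposure; Compound dosing: one concentration, pinned; Benchmarks: positive control ellipticine, 6 µM final; Buffer or medium: DMEM containing 5-aza-dC.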
esBAF inh: SWI/SNF esBAF complex inhibition; actives 2% (n = 350,000); mouse ES cells, Bmi1-luciferase knock-in reporter, 24 h; 100% = twice the neutral-well signal; AID 602393; reporter increase, % at 12.5 µM; in the data active = activation above about 40%;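 also: 0% = median of the plate's neutral control wells and 100% = double that signal; a rise in the Bmi1 reporter signal indicates esBAF inhibition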
FN deposit inh: fibronectin deposition inhibition; AH1F fibroblasts, Alexa488-fibronectin deposition fluorescence, overnight; inhibition, % at 12.6 µM; actives 0.086% (n = 350,000); AID 743247;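 active = mean inhibition across replicates of 30% or more, regardless of how many single replicates reach that level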;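 also: positive control wells lacked labelled fibronectin entirely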
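Assay system: AH1F fibroblasts / Quantity: 10000 cells per well / Medium: DMEM plus 2% serum, read in PBS / Reagent: labelled fibronectin 24 nM / Dosing: single dose, pinned / Times: 1 h cell attachment, overnight exposure to compound and label / Signal: fluorescence, ex 485 nm, em 525 nm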
E-selectin induc: induces E-selectin expression in human endothelial cells | P16581 | HUVEC E-selectin immunofluorescence imaging; normalized: neutral wells 0, TNF-alpha wells 100 | activation, % at 7.58 µM | actives 0.37% (n = 260,000);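 active = mean E-selectin-positive cell signal at least 10% of the positive control, reached in at least 60% of replicates, without over 20% cell loss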;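 also: in these data hits start at about 27%; measured in HUVEC primary endothelial cells; signal is the percent of cells scored E-selectin positive by PE staining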
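Test system – human umbilical vein endothelial cells (HUVEC), E-selectin induction · Input – 3,000 HUVEC seeded per well · Buffer or medium – EGM-2, gelatin · Compound dosing – single-point compound dose · Detection – immunofluorescence imaging · Measure – percent E-selectin-positive cells · Controls – TNF-alpha high, DMSO low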
RAD52 inh: blocks human RAD52 DNA annealing. P43351. recombinant RAD52 DNA annealing, FRET fluorescence. inhibition, % at 18.7 µM. actives 0.46% (n = 360,000);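 active = every replicate showing at least 50% inhibition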
The depositor's hits bear a star; . = not tested or not shown; & = joins results of further samples.

| Structure | S100A4 MyoIIA | RAD54 inh | EWS-Fli inh | XiGFP reactiv | esBAF inh | FN deposit inh | E-selectin induc | RAD52 inh |
| --- | --- | --- | --- | --- | --- | --- | --- | --- |
| CC1CCN(c2c(NCc3ccc(C(=O)N(C)C4CCCCC4)cc3)c(=O)c2=O)CC1 | 3.7 | -2.3 | 0.7 | 0.0 | -6.3 | -3.9 | 0.4 | -5.6 |
| COc1ccc(CC(=O)NCC(=O)N/N=C/c2ccc(C)o2)cc1 | -2.3 | . | 3.7 | 0.0 | . | -1.5 | . | 3.1 |
| CC(C)C(NC(=O)c1ccccc1)C(=O)NC1CCCc2ccccc21 (stereo not given) | -1.2 | -5.0 | 4.9 | 0.1 | -3.9 | -6.8 | . | -9.5 |
| C[C@@H]1CN([C@H](C)CO)C(=O)c2cccc(NC(=O)CCCCCC(=O)Nc3ccccc3N)c2O[C@H]1CN(C)S(=O)(=O)c1cccs1 | 74.0* | . | 2.9 | 0.4 | . | -6.6 | -0.1 | -28.0 |
| COc1ccc(C(=O)N2CCOC2CNC(=O)C(=O)NCc2ccccc2Cl)cc1 (stereo not given) | 4.2 | 7.1 | -0.2 | 0.0 | 4.7 | -2.2 | -0.1 | -17.3 |
| C[C@H]1CN(CCc2ccccc2)C(=O)[C@@H]1CC(=O)Nc1ccc(Br)cc1 | 9.3 | -2.7 | -6.2 | 0.2 | 2.4 | -3.6 | . | -12.4 |
| CC(=O)Nc1ccccc1OC(C)C(=O)N1CCC(C)CC1 (stereo not given) | -5.3 | . | 2.7 | -0.2 | . | 11.1 | 1.1 | -6.8 |
| Cc1ccc(-n2c(Cc3ccccc3)n[nH]c2=S)c(C)c1 | 4.6 | . | 2.0 | 0.0 | . | 5.9 | . | -2.9 |
| CN(Cc1c(C(=O)N/N=C/c2c(F)cccc2Cl)nnn1-c1nonc1N)C1CCCCC1 | -1.6 | 1.4 | -13.2 | 0.0 | -10.0 | 0.5 | -0.1 | -9.1 |
| O=C(Nc1cc2c3c(c1)CC(=O)N3CCC2)c1ccccc1C(F)(F)F | 8.4 | -2.0 | -2.3 | 0.0 | . | 4.9 | -0.4 | -5.5 |
| O=C(Nc1ncc(C(F)(F)F)cc1Cl)c1ccc(S(=O)(=O)N2CCOCC2)cc1 | 8.3 | 10.7 | 5.3 | -0.2 | -1.8 | . | . | -14.3 |
| C[C@@]12C(=O)N(c3cccc(Cl)c3)C(=O)N1[C@@H]1c3ccccc3OC[C@@H]1[C@H]2c1ccccc1 | 2.2 | 7.9 | -6.1 | -0.3 | -10.8 | 2.9 | 0.4 | -4.3 |
| Cc1ccc(NC(=O)c2ncn(CC(=O)NCc3nc4ccccc4[nH]3)n2)cc1C | 7.0 | 10.0 | -47.8 | -0.1 | -4.6 | 7.2 | -0.1 | -11.2 |
| O=c1cc2c(nn1Cc1cccc([N+](=O)[O-])c1)-c1ccccc1CC2 | -2.3 | 7.9 | 9.7 | -0.1 | 2.6 | 19.9 | . | 4.2 |
| C[C@H](CO)N1C[C@H](C)[C@@H](CN(C)Cc2ccncc2)Oc2cc(-c3cncnc3)ccc2S1(=O)=O | 27.3 | -7.2 | -17.4 | -1.0 | 0.9 | . | -0.1 | 2.0 |
| COc1ccc(NC(=O)Nc2ccc3c(c2)C(=O)N([C@H](C)CO)C[C@H](C)[C@@H](CN(C)C(=O)Nc2ccc(OC)cc2)OCCCC[C@H](C)O3)cc1 | -99.2 | -3.0 | -2.4 | 0.1 | 3.3 | 2.9 | 0.1 | 16.7 |
| O=C(N/N=C/c1coc2ccccc2c1=O)c1ccc(Cl)cc1 | -3.2 | 4.9 | . | 0.1 | . | . | 0.4 | -11.1 |
| O=C(Nc1ccccc1Sc1ccccc1)C1CCCO1 (stereo not given) | -4.1 | -7.4 | 4.3 | . | -9.0 | . | . | -3.2 |
| Cc1ccc(S(=O)(=O)Nc2ccc3c(c2)C(=O)N([C@@H](C)CO)C[C@H](C)[C@H](CN(C)C(=O)Nc2ccccc2)OCCCC[C@H](C)O3)cc1 | 2.6 | -3.2 | 0.1 | -1.1 | 5.8 | . | 0.1 | -14.5 |
| COc1ccc(CN(C)C[C@@H]2OCCCC[C@@H](C)Oc3ccc(N(C)C)cc3C(=O)N([C@H](C)CO)C[C@@H]2C)cc1 | -13.9&2.8 | -3.0 | -5.3&-3.0 | 0.0&-1.1 | 2.7&-6.3 | -1.3 | -0.1 | 8.9&1.3 |
| Cc1noc(C)c1NC(=O)Nc1ccc2c(c1)C(=O)N([C@H](C)CO)C[C@@H](C)[C@H](CN(C)S(C)(=O)=O)OCCCC[C@@H](C)O2 | 15.5 | -1.4 | -3.9 | -0.1 | -3.5 | . | -0.1 | -17.0 |
| COc1ccc(OC)c(S(=O)(=O)NCCC2=CCCCC2)c1 | -0.4 | 1.9 | . | . | -3.7 | . | . | -4.1 |
| C[C@H](CO)N1C[C@H](C)[C@@H](CN(C)S(=O)(=O)c2ccc(Cl)cc2)OCCCC[C@H](C)Oc2ccc(NC(=O)CCC(F)(F)F)cc2C1=O | -3.7 | 1.3 | 1.2 | 0.1 | 9.3 | 3.3 | -0.1 | 3.5 |
| O=C(NCCc1ccc(Cl)cc1)c1ccc2c(c1)OCCO2 | 2.0 | 3.1 | -5.9 | 0.2 | -1.4 | -2.2 | . | -4.3 |
| O=C1C2CCCCC2C(=O)N1c1ccc(NC2CCN(Cc3ccccc3)CC2)c([N+](=O)[O-])c1 (stereo not given) | 3.2 | 6.7 | 2.9 | -0.2 | 3.3 | 3.5 | 0.0 | -4.3 |

Reformatted as labelled records: entries from further up
CC(C)C(NC(=O)c1ccccc1)C(=O)NC1CCCc2ccccc21 (stereo not given)
  S100A4 MyoIIA: -1.2; RAD54 inh: -5.0; EWS-Fli inh: 4.9; XiGFP reactiv: 0.1; esBAF inh: -3.9; FN deposit inh: -6.8; E-selectin induc: .; RAD52 inh: -9.5

COc1ccc(CN(C)C[C@@H]2OCCCC[C@@H](C)Oc3ccc(N(C)C)cc3C(=O)N([C@H](C)CO)C[C@@H]2C)cc1
  S100A4 MyoIIA: -13.9&2.8; RAD54 inh: -3.0; EWS-Fli inh: -5.3&-3.0; XiGFP reactiv: 0.0&-1.1; esBAF inh: 2.7&-6.3; FN deposit inh: -1.3; E-selectin induc: -0.1; RAD52 inh: 8.9&1.3

Next section:
Values run as follows: S100A4 MyoIIA, RAD54 inh, EWS-Fli inh, XiGFP reactiv, esBAF inh, FN deposit inh, E-selectin induc, RAD52 inh
Cc1ccc(N=Cc2ccccc2O)cc1Cl
    -3.0, -2.6, -14.7, 0.0, 8.3, ., 0.1, -34.0
Cc1cccc(/C(N)=N/OC(=O)c2ccccc2Cl)c1
    0.5, -9.3, 8.9, 0.0, -47.8, 5.1, ., -11.7
O=C(Nc1ccccc1F)c1ccc2sc([C@@H]3O[C@H](CO)[C@H](O)[C@H](O)[C@H]3O)nc2c1
    -1.6, 1.1, -34.0, -0.1, 27.9, -9.3, ., -7.0
COC(=O)c1ccc(C2Nc3ccccc3NC3=C2C(=O)CC(C)(C)C3)cc1 (stereo not given)
    2.9, -4.2, -3.5, 0.2, -0.2, -4.0, ., -1.6
Cc1ccc(NC(=S)N(CCCN(C)C)Cc2cc3cc4c(cc3[nH]c2=O)OCO4)c(C)c1
    -0.7, ., 11.7, 0.2, ., -5.3, -1.2, -4.7
COc1ccc(-c2nnn3c2nc(NCc2ccccc2)c2ccccc23)cc1
    -1.9, -3.8, 10.2, 0.1, ., 0.9, ., -6.9
Cc1cc(C(=O)COC(=O)c2cc(Cl)ccc2N)c(C)n1Cc1ccco1
    -2.1, ., -116.2, 0.0, ., -1.9, ., -22.3
O=C(CN1C(=O)c2cccnc2Oc2ccc(Cl)cc21)NCCc1ccccc1
    -2.6, -9.6, ., 0.0, 8.3, 17.1, ., -8.1
COc1ccc(CC(=O)Nc2cc(Cl)ccc2N2CCCC2)cc1
    -2.1, -10.8, 10.6, 0.0, -5.9, 3.3, -0.2, -3.6
C[C@H]1CCCCO[C@H](CN(C)C(=O)Nc2ccc3c(c2)OCO3)[C@@H](C)CN([C@@H](C)CO)C(=O)c2cc(NC(=O)CCC(F)(F)F)ccc2O1
    3.6, 5.5, -11.9, -0.2, 8.0, ., -0.2, -8.0
CC(=O)Nc1ccc(NC(=O)C(C)OC(=O)c2cc(S(=O)(=O)N3CCOCC3)ccc2Cl)cc1 (stereo not given)
    3.6, -8.8, -3.2, 0.0, 1.1, 1.0, 0.3, -20.2
Cc1cc(Nc2ccc(F)cc2F)n2nc(C)nc2n1
    4.2, -5.2, -2.0, 0.2, -8.9, -12.1, 0.0, 1.0
COc1ccc(C(=O)N2CCCC(C(=O)c3ccccc3OC)C2)cc1OC (stereo not given)
    12.1, 13.3, -8.1, 0.5, 6.5, 4.9, 3.1, 4.4
COC(=O)c1sccc1-n1cc2c(c1-c1ccccc1)c(=O)n(C)c(=O)n2C
    1.6, 11.1, -16.1, -0.1, 7.8, ., 0.4, -21.6
COc1ccccc1CNC(=O)C1CCCN(S(=O)(=O)c2ccc3c(c2)C(C)(C)C(=O)N3C)C1 (stereo not given)
    -5.3, -2.5, 16.1, 0.5, -32.2, -1.9, -0.2, -4.2

Continued.
Values run as follows: S100A4 MyoIIA, RAD54 inh, EWS-Fli inh, XiGFP reactiv, esBAF inh, FN deposit inh, E-selectin induc, RAD52 inh
N#C[C@H]1[C@@H](c2ccccc2-c2ccccc2F)[C@@H](CO)N1C(=O)C1CC1
    14.7, ., -3.6, 0.1, ., -14.4, -0.1, -0.1
O=C(CC1CCCC1)N[C@H](C(=O)N1CCC[C@H]1C(=O)NCc1ccccc1)c1ccccc1
    -8.9, ., 5.8, 0.1, ., -15.3, 0.1, -2.9
Cc1cccnc1NC(=O)CN1C(=O)c2ccccc2S1(=O)=O
    -1.1, 1.7, 5.4, 0.0, 3.1, -9.0, 0.3, -4.5
COc1ccc(/C=C/C(=O)N(C)C2CCCCC2)cc1Br
    4.0, ., -37.7, 0.0, ., -3.1, -0.1, -11.1
CCN(CC)C(=O)c1ccccc1NC(=O)c1cccc(S(=O)(=O)N(CC)CC)c1
    1.6, ., 1.5, 0.0, -5.5, 0.7, 0.1, -18.1
C=CCNC(=O)C12CCC(C)(C(=O)[C@H]1Br)C2(C)C (stereo not given in full)
    -4.3, ., 0.2, 0.2, 4.1, 3.5, 2.3, -3.6
Cc1cc2ccccn2c1C(=O)c1ccccc1F
    -1.6, 6.3, 23.9, 0.1, -6.4, 4.3, ., -4.6
CC1(C)NC(=O)N(CCOc2ccc([N+](=O)[O-])cc2)C1=O
    -3.5, -1.1, -1.3, 0.5, -8.4, 5.5, 1.0, -19.5
CO[C@H]1CN(C)C(=O)c2ccc(NS(=O)(=O)c3cn(C)cn3)cc2OC[C@@H](C)N(C)C[C@H]1C
    4.0, -9.8, -4.9, 0.1, -5.5, -2.6, -0.1, -0.4
COc1ccccc1C#Cc1cnc2c(c1)C(=O)N([C@H](C)CO)C[C@H](C)[C@H](CN(C)C(=O)CN(C)C)O2
    -11.9, 10.6, 5.1, -0.3, 7.1, ., -0.1, 25.7
Cc1cc(Br)ccc1NC(=O)CN(C)C(=O)CCSc1ccc(F)cc1
    -1.2, 3.1, 9.8, -0.1, 2.8, 5.1, 1.2, -17.6
